FLuc inhib CS – firefly luciferase enzyme inhibitors, primary screen, artefact control for luciferase-based inhibitor screens, biochemical, luminescence, ATPLite | 10 min | inhibition, % at 10 µM | hit rate 1.5% among 200,000;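 active = inhibition above about 50% when tested at 10 µM, limit read from the data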
Target sequence (P08659 whole entry, looked up): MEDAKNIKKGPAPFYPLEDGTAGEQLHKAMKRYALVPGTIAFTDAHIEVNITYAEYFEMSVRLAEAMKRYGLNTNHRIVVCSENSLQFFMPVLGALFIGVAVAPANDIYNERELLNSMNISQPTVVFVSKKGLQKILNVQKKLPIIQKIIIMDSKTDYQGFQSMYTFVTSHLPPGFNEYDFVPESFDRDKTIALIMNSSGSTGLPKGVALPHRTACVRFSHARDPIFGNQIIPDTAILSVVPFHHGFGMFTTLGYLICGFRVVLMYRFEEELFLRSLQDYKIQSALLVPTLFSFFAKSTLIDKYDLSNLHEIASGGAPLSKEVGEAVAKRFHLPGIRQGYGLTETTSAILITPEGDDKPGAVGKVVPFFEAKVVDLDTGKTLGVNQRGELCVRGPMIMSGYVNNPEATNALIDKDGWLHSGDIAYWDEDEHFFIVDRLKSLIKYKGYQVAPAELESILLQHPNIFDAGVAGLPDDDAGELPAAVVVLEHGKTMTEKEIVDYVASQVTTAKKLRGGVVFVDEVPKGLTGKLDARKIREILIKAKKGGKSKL
FLuc act counter – FLuc activators, initial screening, artefact control for FLuc-dependent activation tests, biochemical, ATPlite luminescence; ATPlite luciferase biochemical, 10 min; 0 = ATP-free wells, 1 = DMSO control; activation factor at 10 µM; AID 1027, 2008; 200,000 tested, under 10 active;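 active = luciferase activation factor, scaled between plate controls, of at least 2 with compound at 10 µM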
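Assay system: Luciferase/luciferin detection reagent, cell-free biochemical luciferase assay / Also added: ATP substrate / Schedule: 10 min at ambient temperature / Measured by: luminescence measurement of luciferase light output / Benchmarks: low control with PBS replacing ATP, high control enzyme plus ATP without compound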
APP 5UTR inh – inhibitors of APP translation via 5'UTR reporter, primary screen, APP 5'UTR luciferase, SH-SY5Y cells; SH-SY5Y APP 5'UTR-luciferase reporter, luminescence; inhibition, % at 2 µM; hit rate 0.82% among 190,000;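 active = inhibition above a set limit, derived from the sample mean plus 3 SD, cut at about 45% in these data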; note: values of inactives mirror those of a sister screen read the other way
NF-kB neuron act – activators of NF-kB expression in neurons, primary screen, cell-based, HTS; human neuronal cells, NF-kB reporter expression; hits give high values; fold change at 12.5 µM; hit rate 1.6% among 190,000; AID 1239, 2008; in the data active = fold change above about 3.3
Hsp70 activator – Hsp70 transcriptional activators, primary screen, cell-based, HeLa, Hsp70 promoter luciferase, luminescence, 10 µM. HeLa Hsp70 promoter luciferase reporter; scaled: vehicle 0, proteasome-inhibitor control 100%. activation, % at 10 µM. hit rate 0.04% among 200,000;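 active = activation above the mean across all tested compounds plus 3 SD, cutoff set per campaign, cut at about 5.5% in these data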;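 note: 100% = MG132 at 30 µM as the positive control and 0% = DMSO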
Redox H2O2 prof – compounds producing H2O2 with reducing agent – biochemical, NIH compound library profiling, artefact control for MLSCN library redox annotation, primary screen; DTT-dependent redox cycling H2O2, phenol red/HRP absorbance; 100% = 100 µM peroxide control, 0% = buffer; activation, % at 10 µM; hit rate 0.03% among 200,000;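 active = activation of at least 50% relative to the plate's high and low controls in the primary single-dose screen; inactive = activation below 50%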;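 note: compound incubated with DTT at 0.8 mM final as the reducing agent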
APP 5'UTR act – activators of APP 5'UTR luciferase reporter, primary screen, SH-SY5Y cells; SH-SY5Y APP 5'UTR luciferase reporter, luminescence; zero percent = DMSO vehicle wells; activation, % at 2 µM; hit rate 1% among 190,000; AID 1276, 2008;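 active = activation above a set limit, based on mean plus 3 SD of controls, cut at about 140% in these data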; note: values of inactives mirror those of a sister screen read the other way
G6PDH counter – L. mesenteroides G6PDH inhibitors, counter-screen for G6PDH-coupled screening assays, biochemical, Leuconostoc mesenteroides enzyme; Purified L. mesenteroides G6PDH, diaphorase/resazurin coupled fluorescence, 45 min; inhibition, % at 5 µM; hit rate 0.12% among 200,000; AID 1020, 2008; in the data active = inhibition above about 50%
STAT1 activator – STAT1 signaling activators, primary screen, cell-based, HTS, luciferase reporter; hit rate 2.6% among 200,000; AID 932, 2007; activation (% of control), % at 5.5 µM; NIH 3T3 STAT1-luciferase reporter, IFN-gamma, luminescence; 100% = IFN-gamma alone, no compound;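 active = activation above the screen-wide mean activation plus 3 SD, cut at about 130% in these data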;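 note: raw ratio to IFN-gamma control signal so 100% means no change and 0% no light; values of inactives mirror those of a sister screen read the other way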
HMGR II inh – inhibitors of E. faecalis class II HMGR, primary screen, biochemical, Enterococcus faecalis; HMG-CoA reductase (Enterococcus faecalis, mvaE); purified E. faecalis HMGR, NADPH absorbance 340 nm kinetic; inhibition, % at 10 µM; hit rate 0.41% among 190,000; AID 1066, 2008;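 active = inhibition above a set limit, the median over all tested compounds plus 3 SD, cut at about 9.5% in these data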;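 note: enzyme runs in reverse so mevalonate oxidation gives rising NADPH absorbance; 0% = complete reaction with DMSO and 100% = background rate lacking mevalonate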
Active calls of the source: *; · = no result given.

SMILES	FLuc inhib CS	FLuc act counter	APP 5UTR inh	NF-kB neuron act	Hsp70 activator	Redox H2O2 prof	APP 5'UTR act	G6PDH counter	STAT1 activator	HMGR II inh
COc1cc(CC(=O)OCC(=O)Nc2ccc3c(c2)OCO3)cc(OC)c1OC	-2	1	-24	1.1	-0.3	-0.7	24	4	98	-6
Cc1ccc2c(c1)nnn2C1CCN(CC(=O)NCCc2ccccc2)CC1	-6	1.1	-10	0.75	-0.5	2.5	10	-1	97	-2
O=S(=O)(c1ccc(Br)cc1)n1ccc2ccccc21	-11	1.1	-2	0.6	-0.3	3.0	2	15	99	-2
COc1ccccc1-c1ccc(=O)n(CC(=O)NCC2CCCO2)n1 (configuration not stated)	-10	1.1	21	0.98	-0.4	-0.4	-21	6	96	-4
CCOc1ccc(N=c2scc(-c3ccccc3)n2CCO)cc1	0	1	-50	1.3	0.1	-0.6	50	3	112	-4
Cc1cc(NC(=O)COC(=O)CCC(=O)c2ccc(F)cc2)no1	-4	1	-2	1.2	-0.2	-0.6	2	7	114	1
Cc1cc(NC(=O)C2CCCCC2)ncc1NC(=O)c1ccccn1	-6	1.1	-16	1.9	0.1	0.5	16	4	107	1
CC(C)c1ccc(/C=N/n2nnnc2Nc2ccccc2)cc1	-3	1	11	1.1	-0.3	0.3	-11	8	97	2
Cc1ccc(C(=O)CSc2nc3ccccc3c(=O)n2N)o1	8	0.9	-134	1.8	0.2	-2.5	134	10	140*	-4
O=C(COC(=O)C1=Cc2ccccc2OC1)NC1CCCC1	-3	1	-8	1.1	-0.2	-0.9	8	4	92	0
CCCCNC(=O)Cn1cnc2sc(C(=O)OCC)c(C)c2c1=O	-5	1	2	0.94	-0.4	-2.8	-2	-6	99	-1
O=C(O)c1cc(S(=O)(=O)N2CCCCCC2)ccc1Cl	-8	1.1	-6	0.99	-0.4	2.6	7	-2	89	0
CC1CC1C(=O)OCC(=O)Nc1ccc(N=Nc2ccccc2)cc1 (configuration not stated)	-6	1.1	-143	5.9*	0.0	-0.3	143*	-18	148*	-5
CCSc1ncnc2c1sc1nc3c(cc12)COC(C)(C)C3	12	0.9	-78	3.1	-0.4	-0.6	77	-30	122	-4
COc1cccc(OC)c1C(=O)NN1CCCCC1	-6	1.1	6	1.1	0.1	1.5	-6	-11	98	2
CC(C)C(NC(=O)C1CCCCC1)C(=O)NCCc1ccccc1 (configuration not stated)	0	1	10	1.3	-0.1	-0.5	-10	5	103	-2
Cn1/c(=N/NC(=O)c2cccc(OC(F)F)c2)sc2ccccc21	0	1	-11	1.1	0.3	-0.1	11	6	98	-2
Cc1cc(=O)oc2cc(OCC(=O)Nc3cccc(S(=O)(=O)N(C)C)c3)ccc12	-6	1.1	22	1	-0.2	·	-22	7	100	1
CN1CCN(c2ccc([N+](=O)[O-])c(-n3nc(-c4ccccc4)c4ccccc4c3=O)c2)CC1	-17	1.2	-1	0.86	-0.1	-2.7	1	9	96	-3
CCOC(=O)C1=C(CC)Nc2ccccc2N=C1NC(=O)CCN1C(=O)C2CCCCC2C1=O (configuration not stated)	-10	1.1	-1	0.56	-0.4	-0.6	1	4	96	-7
CCCC(=O)N1CCCC(c2nc(-c3cccs3)no2)C1 (configuration not stated)	-3	1	-2	1.8	0.5	-0.1	3	6	109	-6
CCOC(=O)C1=C(c2ccccc2)NC(SC)=C(C#N)C1c1cccnc1 (configuration not stated)	-6	1.1	-24	1.2	-0.1	0.9	24	4	96	-2
Clc1ccc(SCc2cc(-c3ccccc3)no2)cc1	-6	1.1	-5	1.4	0.1	2.5	5	0	108	-3
COc1ccc(Cn2nnnc2C(c2cc(OC)ccc2OC)N2CCC(C(N)=O)CC2)cc1 (configuration not stated)	-4	1	3	1.4	-0.3	-0.6	-3	10	112	-8
COCCOC(=O)c1cc(C(=O)c2cc(F)ccc2O)coc1=N	0	1	4	0.93	-0.2	1.9	-4	6	109	-4
O=C1c2ccccc2C(=O)N1CCSc1n[nH]c(=S)s1	0	1	8	1	-0.1	-2.1	-7	-2	98	-5
COc1ccccc1CNC(=O)C1CC(c2ccc([N+](=O)[O-])cc2)=NO1 (configuration not stated)	-5	1	-14	1.1	1.2	-4.1	14	8	107	-4
COc1ccc(CN2CCNC(=O)C2CC(=O)NCc2cnn(C)c2)cc1OC (configuration not stated)	-7	1.1	-6	1	0.2	-1.0	6	17	104	3
CC(C)C(C)NC(=O)COc1ccc(-c2ccccc2)cc1 (configuration not stated)	-10	1.1	6	1.2	-0.1	-0.2	-6	6	106	0
COc1ccc(C(=O)NC(=S)NCc2ccccc2)cc1OC	0	1	2	1.3	0.0	-0.8	-2	11	99	-3

Marked active in APP 5'UTR act, of those listed so far:
Compound	FLuc inhib CS	APP 5UTR inh	NF-kB neuron act	Hsp70 activator	Redox H2O2 prof	APP 5'UTR act	STAT1 activator	HMGR II inh
CC1CC1C(=O)OCC(=O)Nc1ccc(N=Nc2ccccc2)cc1 (configuration not stated)	-6	-143	5.9*	0.0	-0.3	143*	148*	-5

Next section
SMILES	FLuc inhib CS	FLuc act counter	APP 5UTR inh	NF-kB neuron act	Hsp70 activator	Redox H2O2 prof	APP 5'UTR act	G6PDH counter	STAT1 activator	HMGR II inh
COCCn1c(SCc2nnc(-c3ccc(OC)c(OC)c3)o2)nc2sc3c(c2c1=O)CCC3	·	·	-7	·	-0.4	1.0	7	·	91	·
COc1cc(C)ccc1OCCOCCN(C)Cc1ccccc1	-3	1	14	1.1	-0.3	-0.3	-14	-3	88	-7
Cc1ccc(NC(=O)N2C(=O)C3(OCCO3)c3ccccc32)cc1	2	1	-91	2.2	1.2	-0.6	91	0	138*	6
COCCn1c(SCC(=O)Nc2cc(C)on2)nc2ccccc21	0	1	-17	1	0.1	-0.8	17	15	89	-1
CCCN1C2CCCC1CC(NC(=S)Nc1ccc(OC)cc1)C2 (configuration not stated)	-2	1	2	1.1	-0.4	0.0	-1	16	95	-3
C=CCc1cc(Cl)ccc1OCCN(C)C	-6	1.1	3	1.9	-0.4	4.0	-3	3	125	1
CN1CC=C2C(C#N)=C(N)C(C#N)(C#N)[C@H](c3ccoc3)[C@H]2C1	-10	1.1	-7	0.97	-0.2	0.4	7	4	95	-2
CCOC(=O)N1CCC(=NNc2nc(C)cc(=O)[nH]2)CC1	-6	1.1	-9	1.1	-0.2	-0.3	9	6	102	-7
CCOC(=O)c1c(NC(=O)CC2SC(N)=NC2=O)sc2c1CCC(C)C2 (configuration not stated)	-5	1	·	1.2	-0.2	-0.2	·	-18	112	-1
Nc1cccc2c1C(=O)N(C(=O)c1cccc(S(=O)(=O)N3CCCCCC3)c1)C2=O	-2	1	-20	0.99	-0.1	1.6	20	-4	99	0
Cc1cccc(-c2nnc(SCCC(=O)N3CCOCC3)o2)c1	-2	1	17	0.71	-0.4	0.0	-17	3	93	-3
Cc1nc2ccccc2c2c1C(=O)N(C1CCCCCCC1)C2=O	-5	1.1	-4	1.1	-0.6	1.4	4	1	89	-6
COc1ccccc1NS(=O)(=O)c1cc(NC(=O)c2cc3ccccc3oc2=O)ccc1C	1	1	-8	1.1	-0.1	0.0	8	-16	97	-10
COc1ccc(C(=O)COC(=O)CNC(=O)c2cccc(OC(F)F)c2)cc1	1	1	-17	1.6	0.1	-2.3	17	-3	101	-3
CC1CCN(c2nncc3ccccc23)CC1	-8	1.1	-5	1	-0.2	2.9	5	3	101	-3

16 entries already listed, arranged by SMILES length, descending.
SMILES	FLuc inhib CS	FLuc act counter	APP 5UTR inh	NF-kB neuron act	Hsp70 activator	Redox H2O2 prof	APP 5'UTR act	G6PDH counter	STAT1 activator	HMGR II inh
CCOC(=O)C1=C(CC)Nc2ccccc2N=C1NC(=O)CCN1C(=O)C2CCCCC2C1=O (configuration not stated)	-10	1.1	-1	0.56	-0.4	-0.6	1	4	96	-7
COc1ccc(Cn2nnnc2C(c2cc(OC)ccc2OC)N2CCC(C(N)=O)CC2)cc1 (configuration not stated)	-4	1	3	1.4	-0.3	-0.6	-3	10	112	-8
Cc1ccc2c(c1)nnn2C1CCN(CC(=O)NCCc2ccccc2)CC1	-6	1.1	-10	0.75	-0.5	2.5	10	-1	97	-2
Cn1/c(=N/NC(=O)c2cccc(OC(F)F)c2)sc2ccccc21	0	1	-11	1.1	0.3	-0.1	11	6	98	-2
Cc1cc(NC(=O)COC(=O)CCC(=O)c2ccc(F)cc2)no1	-4	1	-2	1.2	-0.2	-0.6	2	7	114	1
COc1ccccc1-c1ccc(=O)n(CC(=O)NCC2CCCO2)n1 (configuration not stated)	-10	1.1	21	0.98	-0.4	-0.4	-21	6	96	-4
COCCOC(=O)c1cc(C(=O)c2cc(F)ccc2O)coc1=N	0	1	4	0.93	-0.2	1.9	-4	6	109	-4
CC(C)C(NC(=O)C1CCCCC1)C(=O)NCCc1ccccc1 (configuration not stated)	0	1	10	1.3	-0.1	-0.5	-10	5	103	-2
Cc1cccc(-c2nnc(SCCC(=O)N3CCOCC3)o2)c1	-2	1	17	0.71	-0.4	0.0	-17	3	93	-3
CCOc1ccc(N=c2scc(-c3ccccc3)n2CCO)cc1	0	1	-50	1.3	0.1	-0.6	50	3	112	-4
COc1ccc(C(=O)NC(=S)NCc2ccccc2)cc1OC	0	1	2	1.3	0.0	-0.8	-2	11	99	-3
O=S(=O)(c1ccc(Br)cc1)n1ccc2ccccc21	-11	1.1	-2	0.6	-0.3	3.0	2	15	99	-2
COc1cc(C)ccc1OCCOCCN(C)Cc1ccccc1	-3	1	14	1.1	-0.3	-0.3	-14	-3	88	-7
COc1cccc(OC)c1C(=O)NN1CCCCC1	-6	1.1	6	1.1	0.1	1.5	-6	-11	98	2
CC1CCN(c2nncc3ccccc23)CC1	-8	1.1	-5	1	-0.2	2.9	5	3	101	-3
C=CCc1cc(Cl)ccc1OCCN(C)C	-6	1.1	3	1.9	-0.4	4.0	-3	3	125	1

Compound activity: PubChem BioAssay, several laboratories
